# Screening data deposited in PubChem by National Center for Advancing Translational Sciences (NCATS).
# Giardia kill: Giardia lamblia killing; Giardia lamblia trophozoite viability; activity change, % at 7.66 µM, hits read low; actives 0.15% (n = 340,000); AID 540267; in the data active means activity change below about -80%; inconclusive means between about -30% and that limit;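 further: parasites exposed to compound for two days anaerobically before the ATP read; on the % scale 0 is the no-effect control and ±100 the full control effect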
#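 ATP-content bioluminescence gauges trophozoite survival. Cells (100/well) receive compound and incubate anaerobically for 48 hrs at 37 deg C; detection reagent follows for 15-30 min at room temperature.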
# ELG1 genotoxic: genotoxicity induction in ELG1-luciferase HEK293T cells; actives 1.3% (n = 330,000); Potency, µM (highest dose often 46 µM), inactives show at the top dose activity change, positive = activation, actives largely listed as activators; HEK293T ELG1-luciferase reporter, luminescence, 16 h; further: potency means the concentration at half of the fitted maximal effect; % of control where 0% means no effect; nearly all actives have a fitted effect of over 60% in size
#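 Reporter readout depends on ELG1 protein level, which increases with genetic stress. After 16 hr compound exposure at 37 °C, luciferase activity was quantified using ONE-Glo.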
# BRCA1 expr act: activators of BRCA1 expression; MCF7-BRCA1-FFLuc reporter, luminescence, 48 h; response scale: scaled: vehicle 0%, 10 µM genistein 100%; Potency, µM (highest dose often 46.1 µM), without a hit: top-dose activation, usual class: activators; actives 1.1% (n = 380,000); further: potency means the concentration at half of the fitted maximal effect; nearly all actives have a fitted effect of over 80% in size; some results filed as inactive show a strong effect at the top dose
#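 MCF7-BRCA1-FFLuc, 2000 cells/well; 2 h attach, 37 °C/5% CO2; compound 48 h; luciferase substrate 15 min; luminescence end-point. Norm. to genistein 10 microM max activation and DMSO; concentration-response curves fitted.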
# p53 reactivation: re-activators of mutant p53 | Potency, µM (titrated, usually from 92.2 µM), inactives show top-dose activity change, positive = activation, hits mostly activators | actives 0.063% (n = 320,000) | H1299 p53-A138V BP100-luciferase reporter, luminescence, 24 h; further: potency means the concentration at half of the fitted maximal effect; % of control where 0% means no effect; nearly all actives have a fitted effect of over 45% in size
#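 p53-null H1299 cells stably carrying temperature-sensitive p53-A138V and a BP100-luciferase reporter were pinned with compounds (4-point, 1:5 series) and held 24 hrs at 37 deg C. Luminescence was read 10 min after detection reagent.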
# Menin MLL FP TR: menin-MLL binding inhibition, Texas Red mutant peptide | O00255 | Menin + Texas Red MLL mutant peptide, fluorescence polarization | Potency, µM (series often up to 61.6 µM), for inactives: top-dose FP activity change, negative = inhibition, most hits filed as inhibitors | actives 0.23% (n = 270,000) | AID 1768; active means well fitted inhibition curve with a large enough effect in the polarisation, with a control signal flat, not every such curve was filed as active; inconclusive means small, poorly fitted or top-dose-only effect, or effect the other way, or a change in a side signal; inactive means no such curve, though single readings can be large or run the other way; the % refers to the polarisation; further: potency means the concentration at half of the fitted maximal effect; % of control where 0% means no effect; many of its hits are not listed in these tables
# Target sequence (O00255 whole entry, looked up): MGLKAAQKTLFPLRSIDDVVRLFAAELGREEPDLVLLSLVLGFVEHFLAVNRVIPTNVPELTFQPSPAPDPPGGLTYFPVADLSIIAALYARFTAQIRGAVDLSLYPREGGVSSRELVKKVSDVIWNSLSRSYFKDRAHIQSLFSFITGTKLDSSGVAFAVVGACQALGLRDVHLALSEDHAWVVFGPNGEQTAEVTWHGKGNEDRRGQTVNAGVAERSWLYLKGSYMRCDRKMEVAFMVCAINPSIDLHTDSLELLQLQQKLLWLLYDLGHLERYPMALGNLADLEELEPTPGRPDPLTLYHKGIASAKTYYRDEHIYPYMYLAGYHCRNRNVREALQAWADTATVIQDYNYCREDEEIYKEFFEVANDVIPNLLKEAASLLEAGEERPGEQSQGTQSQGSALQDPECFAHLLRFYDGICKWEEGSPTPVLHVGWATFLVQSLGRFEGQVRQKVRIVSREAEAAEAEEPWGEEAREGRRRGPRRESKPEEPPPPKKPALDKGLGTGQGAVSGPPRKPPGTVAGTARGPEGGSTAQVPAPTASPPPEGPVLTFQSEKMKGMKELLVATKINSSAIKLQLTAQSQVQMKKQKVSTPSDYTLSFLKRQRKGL
# FLuc modulator: counter-screen for miR-21 project: firefly luciferase inhibitors or activators; purified FLuc, Km substrates, luminescence inhibition; Potency, µM (titrated, usually from 57.5 µM), without a hit: at the top dose activity change, negative = inhibition, hits mostly inhibitors; actives 6.9% (n = 360,000); AID 588342;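 further: potency means the concentration at half of the fitted maximal effect; plate controls were vehicle for no effect and reference inhibitor for full effect; nearly all actives have a fitted effect of over 55% in size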
#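 Purified P. pyralis luciferase, 10 nM final, with Km-level 10 uM D-luciferin and 10 uM ATP in 50 mM Tris acetate pH 7.5, 10 mM Mg acetate, 0.01% Tween-20, 0.05% BSA; 6-point qHTS titration about 60 µM downward; luminescence read.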
# Rab9 promoter act: activators of Rab9 promoter; Huh7 Rab9 promoter-luciferase reporter, luminescence, 24 h; Potency, µM (top dose mostly 9.22 µM), for inactives: at the highest dose activation, negative = inhibition, usual class: activators; actives 2.8% (n = 320,000); AID 485297; further: potency means the concentration at half of the fitted maximal effect; % of control where 0% means no effect; nearly all actives have a fitted effect of over 60% in size
#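 Rab9 promoter-driven luciferase in stably transfected Huh7 cells; 1500 cells/well rested 2 h, exposed to compound in DMSO for 24 h at 37 °C, 5% CO2. Luminescence read 10 min after adding luciferase reagent at ambient temperature.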
# Gal4-VP16 FLuc: inhibits Gal4-VP16 luciferase reporter, ROR gamma counter-screen | Drosophila S2 Gal4-VP16 UAS-luciferase, luminescence, 20 h | Potency, µM (top dose mostly 53.6 µM), for inactives: top-dose activity, negative = inhibition, actives largely listed as inhibitors | actives 3.5% (n = 310,000) | AID 2546;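 further: Gal4-VP16 expression switched on by copper sulfate through the metallothionein promoter; potency means the concentration at half of the fitted maximal effect; on the % scale 0 is the no-effect control and ±100 the full control effect; nearly all actives have a fitted effect of over 50% in size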
# NPC1 prom act: activates the NPC1 promoter. Huh7 NPC1 promoter luciferase reporter, 24 h. Potency, µM (doses to about 9.22 µM), for inactives: at the top dose activation, most hits filed as activators. actives 2.4% (n = 320,000);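 further: potency means the concentration at half of the fitted maximal effect; % of control where 0% means no effect; nearly all actives have a fitted effect of over 60% in size; reporter is driven by a mutant NPC1 promoter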
#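 Huh7 reporter cells (NPC1 promoter driving luciferase) are dosed with compound for 24 h at 37 °C, 5% CO2; luciferase detection reagent is then added and luminescence measured after 10 min at ambient temperature.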
# RORg inh: inhibitors of mouse ROR gamma transcriptional activity. P51450. Drosophila S2 Gal4-RORgamma UAS-luciferase reporter, 20 h. Potency, µM (top dose mostly 53.6 µM), without a hit: top-dose activity change, negative = inhibition, usual class: inhibitors. actives 5.4% (n = 310,000). AID 2551; further: potency means the concentration at half of the fitted maximal effect; on the % scale 0 is the no-effect control and ±100 the full control effect; nearly all actives have a fitted effect of over 60% in size
# Target sequence (P51450 whole entry, looked up, the tested form may be a part): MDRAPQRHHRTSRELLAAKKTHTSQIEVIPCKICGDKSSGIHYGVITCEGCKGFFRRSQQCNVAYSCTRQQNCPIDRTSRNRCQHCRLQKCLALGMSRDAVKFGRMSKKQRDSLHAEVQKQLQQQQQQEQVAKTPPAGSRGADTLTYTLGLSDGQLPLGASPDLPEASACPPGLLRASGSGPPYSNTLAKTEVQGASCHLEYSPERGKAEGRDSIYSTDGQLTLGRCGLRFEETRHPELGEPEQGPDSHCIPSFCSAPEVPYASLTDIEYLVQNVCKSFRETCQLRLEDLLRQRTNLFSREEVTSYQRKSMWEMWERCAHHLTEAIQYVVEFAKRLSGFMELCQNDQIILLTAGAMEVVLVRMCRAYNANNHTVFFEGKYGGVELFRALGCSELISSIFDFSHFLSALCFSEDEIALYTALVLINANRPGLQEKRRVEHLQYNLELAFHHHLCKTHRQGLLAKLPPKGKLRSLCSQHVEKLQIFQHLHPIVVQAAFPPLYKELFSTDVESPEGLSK
#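 Stable Schneider cell line, Gal4 DNA-binding domain fused to ROR gamma, UAS-luciferase. Cmpd 1 hr RT → CuSO4 700 uM final → 20 hr RT → luciferase reagent 10 min → luminescence.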
# PKM2 act: PKM2 (human) enzyme activation. P14618. purified PKM2, Kinase-Glo ATP luminescence, activation; response scale: 0% is enzyme alone, no compound. Potency, µM (top dose mostly 57.5 µM), for the others: top-dose activation, usual class: activators. actives 0.34% (n = 260,000); further: potency means the concentration at half of the fitted maximal effect; on the % scale 0 is the no-effect control and ±100 the full control effect; nearly all actives have a fitted effect of over 55% in size
#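 Purified hPK-M2 (>95%) run at intermediate activity with 0.1 mM ADP and 0.5 mM PEP in 50 mM imidazole pH 7.2, KCl, MgCl2; 1 h room temperature. ATP formed read by Kinase-Glo luminescence; normalized to uninhibited and no-enzyme controls.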
# * hit, by the source's call; ? = inconclusive; · = not tested or not shown; & = joins results of further samples; [ ] = another dose, or the depositor's remark. Unless noted, the call rests on the fitted dose curve; in most records, active means well fitted curve in the direction sought with a large enough effect; inconclusive means small, poorly fitted or top-dose-only effect, or another doubt; inactive means no such curve, though single readings can be large; an effect the other way counts as inactive or inconclusive. These rows are one share of the data; the hit share may differ from the screen's.
SMILES,Giardia kill,ELG1 genotoxic,BRCA1 expr act,p53 reactivation,Menin MLL FP TR,FLuc modulator,Rab9 promoter act,Gal4-VP16 FLuc,NPC1 prom act,RORg inh,PKM2 act
O=C(O)c1cc(S(=O)(=O)NCC2CCCO2)ccc1Cl (configuration not stated),-12.7,-0.8%,6.9%,3.6%,11.8%,-0.2%,0.4%,-3.9%,-2.1%,-0.4%,-1.2%
CN1CCN(C2=NC(=O)/C(=C/c3cn[nH]c3-c3ccccc3)S2)CC1,-7.0,-9.4%,-1.8%,-4.4%,·,-17.5%,-7.1%,-7.2%,-2.7%,-18.8%,0.2%
CCN(CC)CCNCc1cc(Cl)c(OCC(=O)Nc2ccccc2)c(OC)c1,0.7,-1.3%,-6.5%,-3.9%,?,1.6%,-3.4%,-3.7%,0.2%,-32.1%,4.2%
Cc1c(Cl)cccc1NC(=O)CSc1nnc(C)n1-c1ccccc1,-1.9,-49.4%[inhibitor],-0.6%,-6.4%,-1.8%,-0.9%,6.9%,13.2%,-0.5%,24.8%,0.4%
CCC(CCC(=O)Nc1nncs1)C(=O)O (configuration not stated),·,3.1%,·,-1.5%,2.7%,-0.7%,-1.6%,-7.7%,-2.2%,-3.1%,1.2%
COc1ccc(NC(=O)NNC(=O)COc2ccc3ccccc3c2)cc1OC,-18.6,-1.1%,-20.6%,-1.4%,9.1%,-8.7%,-0.3%,1.6%,-2.3%,-22.0%,-7.2%
COCCCNc1nc2c([nH]1)c(=O)[nH]c(=O)n2C,-6.9,0.0%,-4.6%,-2.6%,-10.0%,1.8%,-17.6%,5.2%,-0.8%,13.1%,-4.8%
CCCN1C(=O)/C(=C\c2ccncc2)SC1=Nc1ccccc1,4.2,2.4%,-32.3%,-1.7%,-12.3%,1.0%,-3.0%,-5.6%,-4.8%,35.1%,5.9%
CC(C)CCN(N=O)[C@@H](Cc1ccccc1)CN(N=O)[C@@H](Cc1ccccc1)CN(C)N=O,-29.9,-5.2%,-42.4%,0.8%,3.4%,0.8%,2.0%,6.8%,2.1%,14.7%,-0.1%
CCCNC(=O)CNC(=S)N(Cc1ccccc1F)C1CCCCC1,-27.7,-3.1%,-4.9%,-0.1%,?,-8.0%,1.6%,-22.9%,-0.5%,?,-20.9%
O=C(CCCN1C(=O)/C(=C/c2ccc(F)cc2)SC1=S)NC1CCS(=O)(=O)C1 (configuration not stated),16.5,-2.9%,-46.1%,?,9.6%,?,-21.4%,17.8µM*,-10.6%,3.98µM*,·
O=C(CSc1nccn1Cc1ccco1)Nc1cccc(F)c1,-8.4,9.4%,?,-14.4%,0.8%,-3.9%&-2.2%,25.9%,3.8%,17.1%,0.5%,-3.2%
CCN(CC)C1CCN(c2nc3nonc3nc2NCCOC)C1 (configuration not stated),31.7[activator],4.2%,-34.0%,-0.3%,1.0%,-1.4%,-5.7%,2.7%,0.2%,0.4%,1.1%
COc1ccc(-n2c(SCC(=O)NCc3ccco3)nc3sc4c(c3c2=O)CCN(C)C4)cc1,-14.2,6.9%,16.0%,4.4%,-7.0%,0.2%,-1.3%,19.9%,1.1%,-11.4%,·
COc1ccc(C(=O)COC(=O)CCNS(=O)(=O)c2ccccc2)c(OC)c1,3.3,1.9%,10.8%,4.3%,·,-1.2%,0.2%,·,-2.3%,·,·
CNc1nnc(-c2ccc(OC)cc2)s1,-1.8,16.4µM*,?,-0.3%,4.8%,12µM*,3.16µM*,-10.2%,2.82µM*,-18.0%,-5.9%
Cc1ccc(N2C(=O)c3ccc(N)cc3C2=O)cc1,-2.8,3.66µM*,95.3%,?,6.1%,7.57µM*,3.98µM*,-6.6%,3.55µM*,?,3.6%
CC(=O)Nc1ccc(C2(O)COc3ccccc3O2)cc1 (configuration not stated),0.2,?,-4.8%,8.0%,11.9%,-16.3%,3.8%,3.8%,3.2%,19.9%,-1.0%
CCOC(=O)c1c(NC(=O)Cn2nc(C(=O)O)c3ccccc3c2=O)sc(CC)c1C,?,0.7%,-1.5%,-2.1%,0.9%,-10.1%,-2.3%,6.3%,-1.4%,3.9%,1.5%
COc1cc(-c2nc(C(=O)NC3CCN(Cc4ccccc4)CC3)cc3c2[nH]c2ccccc23)cc(OC)c1OC,-10.8,-3.1%,-60.5%,·,14.4%,0.0%,-9.5%,?,0.2%,-42.6%,1.2%
CC(Nc1oc(-c2ccco2)nc1C#N)c1ccccc1 (configuration not stated),-17.7,2.3%,-26.2%,-5.8%,12.3%,4.5%,0.3%,13.3%,-1.5%,26.6%,2.4%
NC(=O)C1(N2CCCCC2)CCN(CC(=O)Nc2cc(Cl)ccc2Cl)CC1,-8.7,-8.6%,-38.1%,-9.1%,-9.1%,0.2%,-6.1%,2.2%,-1.8%,0.8%,8.5%
CCN(CC(=O)NCc1cccs1)C(=O)/C=C/c1cccc(Cl)c1Cl,?,-0.2%,1.4%,-4.2%,·,?,9.7%,·,-1.2%,·,·
O=C(COC(=O)c1cccnc1Cl)NCc1cccs1,20.8,0.0%,-23.6%,-0.3%,-17.3%,-1.4%,-5.3%,-16.8%,0.3%,1.7%,9.2%
COc1ccccc1N1CCN(c2ncnc3nc[nH]c23)CC1,-12.8,-0.8%,17.3%,11.4%,-11.9%,-0.8%,-2.6%,-9.0%,0.0%,-11.6%,6.4%
O=C(c1cc(Cl)ccc1Cl)N1CCN(c2ccccn2)CC1,-8.2,-3.9%,-18.6%,-16.4%,-8.8%,1.5%,-6.4%,5.5%,1.0%,0.3%,-6.8%
Cc1ccc(-n2nc3ccc(N)cc3n2)c(C)c1,-2.5,?,-3.2%,-0.7%,14.6%,7.57µM*,21.8%,-5.7%,1.9%,30.7%[1.91 µM],-13.0%
Cc1ccc(CNC(=O)CSc2nc3ccccc3c3nc(C)nn23)cc1,·,-1.3%,·,-4.6%,2.8%,-2.6%,-7.0%,-1.5%,-0.4%,-25.5%,0.6%
CCOc1cccc(C(=O)Nc2ccc(N3CCCC3)cc2)c1,-5.6,17.5%,70.7%,·,?,6.01µM*,?,-5.9%,?,?,-0.9%
CCC(C(=O)NCc1cccs1)n1nc(C)n2c(cc3occc32)c1=O (configuration not stated),49.0[activator],-0.7%,4.1%,9.4%,-8.0%,-4.7%,0.0%,18.0%,0.1%,13.8%,·
CCCOc1ccc(N2C(=O)CC(SCCc3nc4ccccc4[nH]3)C2=O)cc1 (configuration not stated),52.7[activator],-2.4%,-12.9%,-3.6%,15.6%,-12.5%,7.4%,-19.3%,-10.1%,-3.3%,5.6%
O=C(c1ccc(CS(=O)c2ccccc2Cl)o1)N1CCN(c2ccccc2)CC1 (configuration not stated),-26.2,2.4%,-36.4%,-3.2%,·,-1.4%,-9.9%,-5.8%,-29.0%,-13.0%,·
O=C(Nc1cccnc1)c1cn(-c2ccccc2)nc1-c1cccs1,-2.6,9.3%,?,9.7%,?,3.01µM*,1.2%,4.2%,18.3%,?,-4.3%
CN(C)C(=O)c1ccc(Nc2nnc(-c3ccc(O)cc3)c3ccccc23)cc1,10.9,7.2%,-23.3%,2.8%,?,?,-4.3%,-6.3%,1.3%,-8.5%,·
C/C(=N/NC(=O)c1ccoc1C)c1ccc(N2CCOCC2)cc1,3.2,?,?,?,-13.4%,?,21.6%,2.1%,15.6%,-35.3%,-2.6%
O=C(NC(Cc1ccccc1)C(=O)O)c1ccc(S(=O)(=O)N2CCCC2)cc1 (configuration not stated),-8.0,-6.5%,2.0%,10.9%,?,-1.9%,-4.7%,2.1%,0.5%,-2.7%,-11.1%
C=CCn1c(-c2ccc(C)cc2)nc2ccccc21,8.7,?,13.1%,7.0%,-21.4%,10.7µM*,17.7%,-5.9%,10.6%,?,8.0%
CC(=O)N(C)Cc1ccc(C(=O)CSc2nnc(C3CC3)n2C2CC2)cc1,-19.3,-1.0%,-5.2%,2.4%,·,·,-3.5%,·,-1.9%,·,·
CCN1CCc2nc(NC(=O)Cc3ccc4c(c3)OCCO4)sc2C1,-4.8,1.6%,6.9%,-0.2%,1.7%,-2.7%,-1.2%,4.8%,-0.7%,-5.5%,-3.4%
COc1ccccc1CCNC(=O)c1ccc(NC(=O)CC2SC(N3CCCC3)=NC2=O)cc1 (configuration not stated),-9.8,-8.6%,-5.5%,-1.4%,·,-3.4%,1.3%,·,-1.4%,·,·
